Screening data: PubChem BioAssay, National Center for Advancing Translational Sciences (NCATS)
LDHA block – inhibitors of human lactate dehydrogenase A; P00338; purified LDHA, NADH/diaphorase-resazurin fluorescence; active compounds read low; activity change, % (values are at about 110 or 230 µM); 0.15% of 480,000 active; in the data active means activity change below about -30%; inconclusive means mostly about -25% to -30%;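 further: plate controls were DMSO wells for no effect and wells without enzyme for full effect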
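Resorufin fluorescence (ex540/em590), read at 0 and 20 min after diaphorase/resazurin addition, reports the NADH left after a 5 min room-temperature reaction of 2 nM human LDH5 with 0.06 mM NADH and 0.2 mM pyruvate.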
Numbers without * were called inactive; u = inconclusive.

LDHA block	mol
3	CC1(C)CC(NC(=S)Nc2cccc(Cl)c2)CC(C)(C)N1
0	CCn1c(SCC(=O)O)nc2c1c(=O)[nH]c(=O)n2C
6	O=C(Nc1nc(-c2ccccc2Cl)cs1)C1CCN(C(=O)c2ccoc2)CC1
-1	COc1ccc(C(=O)CC2(O)C(=O)N(Cc3c(F)cccc3Cl)c3ccccc32)c(OC)c1 (configuration not stated)
7	Nc1ccccc1C(=O)NCc1ccncc1
2	CC(C)c1ccc(-c2cc(=O)c3cc(NC(=O)C(C)(C)C)ccc3o2)cc1
-3	O=C(c1ccc(F)cc1)N1CCN(c2cn[nH]c(=O)c2Cl)CC1
1	Cc1ccnc(NC(=S)N2CCN(c3ccc(Br)cc3)CC2)c1
-5	O=C(NC1CCCC1)c1ccc2c(c1)-c1ccccc1C2
2	O=C(c1ccc(N2CCCN(Cc3ccccc3)C2=O)cc1)N1CCN(c2ccccc2)CC1
-5	Cc1ccccc1COC(=O)c1nn(Cc2ccccc2)c(=O)c2ccccc12
-16	O=C(OCC#CCSc1nnc(-c2cccc3ccccc23)o1)c1sc(Cl)c(Cl)c1Cl
-3	Cc1ccc(-n2ncc3c(NC4CCCCCCCCCCC4)ncnc32)c(C)c1
6	Cc1ccc(-n2nnc(C(=O)NC(C)C)c2N)cc1
-1	CC(=O)N1c2ccc(S(=O)(=O)N3CCCC3)cc2CC1C(=O)NCCc1ccccc1Cl (configuration not stated)
-1	Cn1nc(C(=O)N(Cc2ccccc2F)C2CC2)c2ccccc2c1=O
16	CCCc1nc2sc3c(NCCN)ncnc3c2c2c1CCC2
8	O=C(CCC1CCCC1)N1CCN(CC2CC=CCC2)CC1 (configuration not stated)
-3	CS(=O)(=O)NC1CCCN(C(=O)c2ccc(Cl)cc2F)C1 (configuration not stated)
9	Cc1ccccc1OCCOC(=O)c1ccc2nccnc2c1
6	Cc1c(NC(=O)NCc2ccccc2)cccc1C(N)=O
5	CCNC(=O)c1ccccc1SCC
-4	Cc1ccc(NS(=O)(=O)c2ccc3c(c2)CC(=O)N3C)cc1C
7	CCOC(=O)CN(C)CC(=O)NCCC(C)C
3	CCOC(=O)c1cnc2ccc(OC)cc2c1Nc1cccc(Cl)c1
2	Cc1cc(OCC(=O)OC(C)(C)C)c2c(-c3ccccc3)cc(=O)oc2c1
2	c1ccc(-c2csc(C34CC5CC(CC(C5)C3)C4)n2)cc1
-2	O=C(NCCNc1ccc(C(F)(F)F)cn1)C1CC=CCC1 (configuration not stated)
-6	CN(C)CCNCC1CCCCC1
-1	Fc1ccc(/C=N/Nc2ccc(Cl)c(Cl)c2)cc1
4	Cc1ccc(-c2n[nH]c(=O)c3ccccc23)cc1NC(=O)N[C@@H](C)C(=O)O
4	N#Cc1ccc(Oc2ccccc2Oc2ccc(C#N)c(C#N)c2)cc1C#N
7	CC1(C)NC(=O)N(Cc2coc(-c3cccc(Cl)c3)n2)C1=O
-21	COc1cccc2cc(-c3cc(=O)oc4cc(OC(=O)N5CCOCC5)ccc34)c(=O)oc12
-2	O=C(CCc1ccsc1)N(Cc1ccncc1)C1CC1
-9	CCOC1OC(COC(C)=O)C(OC(C)=O)C(OC(C)=O)C1NC(C)=O (configuration not stated)
0	COc1cc(C(=O)C(C#N)C(=O)CC(C)(C)C)cc(Cl)c1OC (configuration not stated)
1	O=C(Nc1cc2c(cc1C(O)c1ccccc1)OCCO2)c1cccc(Br)c1 (configuration not stated)
-3	CC(C)NC(=O)c1cn(C)nc1-c1ccc2c(c1)OCCCO2
-6	COc1ccc2oc(=O)c(S(=O)(=O)N3CCCCCC3)cc2c1

Reprinted from the part before: 3 entries; new compounds follow.
LDHA block	mol
1	O=C(Nc1cc2c(cc1C(O)c1ccccc1)OCCO2)c1cccc(Br)c1 (configuration not stated)
-3	CC(C)NC(=O)c1cn(C)nc1-c1ccc2c(c1)OCCCO2
-6	COc1ccc2oc(=O)c(S(=O)(=O)N3CCCCCC3)cc2c1
8	Cc1nnc(NC(=O)c2cc(=O)c3cc(C)c(C)cc3o2)s1
4	Cc1nn(-c2ccc(N3CCCCC3)nn2)c(C)c1CCC(=O)NCCc1ccco1
-3	CC(=O)Nc1sc2c(c1-c1nc3ccccc3s1)CCS(=O)(=O)C2
-4	O=C(CSc1nnc(-c2cccs2)o1)NCCc1ccc(F)cc1
3	COc1ccc(NC2=NC(CC(=O)Nc3ccc4c(c3)OCCO4)C(=O)N2)cc1 (configuration not stated)
-4	CCOc1ccc(-n2nc(C(=O)NCCCN3CCN(CC)CC3)c3ccccc3c2=O)cc1
-23	COc1ccc(-c2c(C)oc3cc(OC)ccc23)cc1
-1	CCCc1noc(CCC(=O)Nc2ccc(OC)c(OC3CCCC3)c2)n1
6	COc1ccc(C(=O)Oc2ccccc2Cl)cc1
-16	CCC(C)c1ccc(S(=O)(=O)N2CCN(C(=O)c3n[nH]c(=O)c4ccccc34)CC2)cc1 (configuration not stated)
-3	CCN1C(=O)N/C(=C/c2cn(CC(=O)Nc3ccc(C)cc3)c3ccccc23)C1=O
7	Cn1nc(C(=O)N2CCN(c3cccc(Cl)c3)CC2)c2ccccc2c1=O
-4	Cc1ccc(C(NC(=O)CSc2nnnn2C2CCCCC2)c2cccs2)cc1 (configuration not stated)
-4	COc1cc(/C=N/OCCOc2ccc(C#N)cc2)cc(Cl)c1OC
-1	COC(=O)C(NC(=O)c1ccccc1)(Nc1nc(C2CC2)cs1)C(F)(F)F (configuration not stated)
-4	COc1cc(C2CC(=O)Nc3c(-c4ccc(C)cc4)csc32)ccc1OCC(N)=O (configuration not stated)
0	CCc1cccc(C)c1NC(=O)C(C)n1c2ccccc2c2nc(=O)cc(C)n21 (configuration not stated)
7	Cc1ccc(-c2nc3ccccc3n2Cc2ccc(F)cc2)o1
2	COc1cc2c(cc1OC)C(C)N(S(=O)(=O)c1ccc(Cl)c(Cl)c1)CC2 (configuration not stated)
6	Cc1ccc(C(=O)N2CC=C(c3c[nH]c4ccccc34)CC2)cc1

Ordered by value in LDHA block (falling): some entries from above
LDHA block	mol
7	Cc1ccc(-c2nc3ccccc3n2Cc2ccc(F)cc2)o1
2	COc1cc2c(cc1OC)C(C)N(S(=O)(=O)c1ccc(Cl)c(Cl)c1)CC2 (configuration not stated)
-4	CCOc1ccc(-n2nc(C(=O)NCCCN3CCN(CC)CC3)c3ccccc3c2=O)cc1

New compounds follow
LDHA block	mol
10	COc1ccc(COc2ccc(C#N)cc2)c(Br)c1OC
6	O=C(Cc1c[nH]c2ccccc12)OCc1ccc(Cl)cc1Cl
-8	CCCCC(CC)C(=O)NCC(C)(C)CNC(=O)C(CC)CCCC (configuration not stated)
-6	CC(=O)Nc1ccccc1OCc1cccc(C)c1
-1	CC1(C)CC(Nc2cc(C(=O)N3CCOCC3)c3ccccc3n2)CC(C)(C)N1
0	O=C(CN1CCN(c2nccs2)CC1)NCc1ccc(F)cc1
7	COc1cc(C=O)cc(Cl)c1OCc1ccc(F)cc1
5	Cc1ccc(C)c(NC(=O)/C(C#N)=C/c2ccccc2OC(F)F)c1
1	COc1ccc(S(=O)Cc2ccc(C(=O)NCc3cccc(OC)c3OC)o2)cc1 (configuration not stated)
0	CCn1c(=O)c(N2CCC(NC(=O)Nc3cccc(C)c3)CC2)nc2ccccc21
-2	Cc1ccc(NC(=O)c2ccccc2SCC(=O)NC2CC2)c(Cl)c1
-1	CC(C)N(C)S(=O)(=O)c1ccc(Cl)c(C(=O)N2CCCC2C(=O)O)c1 (configuration not stated)
-1	O=C(COc1ccccc1)Nc1ccc(Cl)c(-c2nc3ccccc3o2)c1
4	O=C(CSc1cn(Cc2ccc(F)cc2)c2ccccc12)N1CCCC1
34	COC(=O)COc1ccc2c(c1)oc(=O)c1ccccc12
1	CCCCCCCCCCCC(=O)N/N=C/C(C)=C/c1ccc(C(C)(C)C)cc1
-3	CC(=O)NC1=NN(C(C)=O)C2(S1)C(=O)N(CCc1ccccc1)c1c(C)cc(C)cc12 (configuration not stated)
-18	Fc1ccc(CSc2ncc(-c3ccccc3)nn2)cc1
-2	CCc1ccccc1NC(=O)CN1CCN(C(=O)CN(C)Cc2cnn(-c3ccccc3)c2)CC1
75	Nc1cc(S(=O)(=O)O)cc2cccc(S(=O)(=O)O)c12
9	CNC(=O)c1ccc2c(c1)OCC(=O)N2
7	N#Cc1ccccc1NC(=O)CSc1nncn1CCc1cccs1
-4	Cc1ccc(-c2nc(C#N)c(N3CCN(C)CC3)o2)cc1
3	Cc1ccc2c(C)c(CCC(=O)Nc3ccc(F)cc3F)c(=O)oc2c1
-1	CCN(CC)S(=O)(=O)c1ccc(-c2nc(C#N)c(NCc3cccnc3)o2)cc1
4	CC(C)c1ccc(SC(C(=O)O)c2ccccc2)cc1 (configuration not stated)
-7	Cc1c(CC(=O)NCCCn2ccnc2)c(=O)oc2c(C)c(O)ccc12
1	O=C(c1cccc(OC(F)F)c1)n1ccccc1=NC1CCCCC1
8	Cn1c(Sc2ncnc3scc(-c4ccccc4)c23)nnc1-c1ccccc1F
-1	CNC(=O)NC(=O)CN(CC(C)O)c1ccccc1 (configuration not stated)
6	O=C(NCC1(N2CCOCC2)CCCCC1)c1nn(-c2ccccc2)c(=O)c2ccccc12
11	N[n+]1cccc2ccccc21
-18	Cc1cc(S(=O)(=O)Nc2cc3c(cc2SC2CCCCC2)n(C)c(=O)n3C)ccc1F
3	O=C(OCC(=O)N1CCCCC1)c1ccc(F)cc1
2	O=C1OC(c2ccc(Br)o2)=N/C1=C/c1cc(Br)cs1
0	CCN(CC)CCCNC(=O)CNc1nc(Cl)nc2nc[nH]c12
-5	CCCN(CCN(C)C)C(=O)Nc1sc(C(=O)OCC)c(C)c1C(=O)OCC
-1	O=C1C=C(Cl)c2cccc3cccc1c23
3	Cc1sc(NC(=O)c2cc3ccccc3s2)c(C#N)c1C
6	CCCNC(=O)NC(=O)CSc1ccc2ccccc2n1

Some of the entries so far, as a markdown table.
| SMILES | LDHA block |
| --- | --- |
| Cn1nc(C(=O)N2CCN(c3cccc(Cl)c3)CC2)c2ccccc2c1=O | 7 |
| Cc1ccc(C(=O)N2CC=C(c3c[nH]c4ccccc34)CC2)cc1 | 6 |

(list continues)
LDHA block	mol
6	NCc1ccccc1OC(F)F
u	CC(=O)NC1CC(C)(C)NC(C)(C)C1
1	N#Cc1nc(C2CC2)oc1N1CCN(Cc2ccc(Cl)cc2)CC1
12	COc1ccc2c(C)c(CC(=O)N3CCOCC3)c(=O)oc2c1
-17	CC(=O)CC(=O)N(CCC[N+](C)(C)C)CCC[N+](C)(C)C
3	O=C(O)C(c1c[nH]c2cc(Cl)ccc12)N1CCc2ccccc2C1 (configuration not stated)
-10	COc1cccc2cc(C(=O)NCc3ccccc3)c(=O)oc12
0	COC(=O)CC(NC(=O)Cc1c(F)cccc1Cl)c1cccs1 (configuration not stated)
17	O=C(c1ccccc1O)N(Cc1ccco1)Cc1cccs1
-7	C=CCn1c(-n2nc(CC)cc2CC)nc2c1c(=O)n(C)c(=O)n2C
-1	O=S(=O)(Nc1ccc2cn[nH]c2c1)c1ccc(Cl)cc1C(F)(F)F
1	Cn1ccnc1C(NC(=O)c1ccc[nH]1)c1ccccc1 (configuration not stated)
-2	COc1ccc(N2CCN(C(=S)Nc3cc(C)ccn3)CC2)cc1
2	CCOc1ccccc1/C=C/C(=O)c1cccc(O)c1
0	Cc1cccc(NC(=O)N[C@@H](CC(C)C)C(=O)O)c1
4	CCOC(=O)c1ccccc1OC(=O)c1ccccc1
7	O=C(CCc1ncc(-c2ccccc2)o1)Nc1nc2ccccc2s1
2	CC(C)NC(=S)NCCc1ccc(Cl)cc1Cl
0	Cn1c(SCC(=O)Nc2ccccc2F)nc2c(=O)[nH]cnc21
6	CCCC(NC(=O)Cn1nnn(-c2ccccc2)c1=O)c1ccccc1 (configuration not stated)

Gathered by group, the compounds so far with a COOH group.
LDHA block	mol
0	CCn1c(SCC(=O)O)nc2c1c(=O)[nH]c(=O)n2C
4	Cc1ccc(-c2n[nH]c(=O)c3ccccc23)cc1NC(=O)N[C@@H](C)C(=O)O
-1	CC(C)N(C)S(=O)(=O)c1ccc(Cl)c(C(=O)N2CCCC2C(=O)O)c1 (configuration not stated)
4	CC(C)c1ccc(SC(C(=O)O)c2ccccc2)cc1 (configuration not stated)
3	O=C(O)C(c1c[nH]c2cc(Cl)ccc12)N1CCc2ccccc2C1 (configuration not stated)
0	Cc1cccc(NC(=O)N[C@@H](CC(C)C)C(=O)O)c1

Continued.
LDHA block	mol
21	CCOC(=O)CCOC(=O)c1ccc(COc2ccc3ccccc3c2)o1
2	CCOc1cc(CNCc2ccco2)ccc1OC
-3	COc1ccc(C(NC(=O)CNc2ccccc2C(N)=O)C2CC2)cc1 (configuration not stated)
-8	O=C(O)c1ccc(-c2ccccc2)cc1F
5	CN(C)c1ccc(C(=O)/C=C/c2cccs2)cc1
-1	CN(CCCc1[nH]nc(N)c1C#N)c1nc(-c2cccnc2)nc2ccccc12
16	Cn1c(=O)c2c(nc(NCCO)n2Cc2cccc(C(F)(F)F)c2)n(C)c1=O
4	N#Cc1cccc(CSc2nccc(C(F)(F)F)n2)c1
-2	CCCCCN(Cc1ccc(F)cc1)C(=O)C(C)NC(N)=O (configuration not stated)
-4	CC(=O)c1cccc(NS(=O)(=O)c2ccc(-c3coc(C)n3)cc2)c1
-2	c1ccc(CNC2CCCc3c2cnn3Cc2ccccc2)cc1 (configuration not stated)
1	CCOc1ccccc1OCCOc1ccc(Cl)c(CC)c1
8	Cc1ccc(C(NC(=O)c2ccncc2)c2ccccc2)cc1C (configuration not stated)
-4	O=C(c1sc2ccccc2c1Cl)N1CCCCC1

These rows are one share of the data (hit frequency here may not be typical).
